# MCF10A rerep: induces DNA re-replication in MCF 10a normal breast cells; MCF 10A DNA re-replication, Hoechst nuclear intensity, 48 h; Potency, µM (series often up to 46.1 µM), inactives show at the highest dose activity, positive = re-replication, usual class: activators; 350,000 tested, 2.9% active; further: potency means the concentration at half of the fitted maximal effect; % of control where 0% means no effect; nearly all actives have a fitted effect of over 50% in size
# HT1080 IDH1KD tx: kills HT-1080 cells with IDH1 knockdown | Potency, µM (doses to about 46.1 µM), for inactives: at the top dose activity, negative = toxicity, usual class: cytotoxic | 360,000 tested, 2% active | HT-1080 IDH1 knockdown viability, ATP luminescence, 48 h;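 further: potency means the concentration at half of the fitted maximal effect; 0% = DMSO wells and -100% = cell-free medium wells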
#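 Assay cells: HT-1080 with IDH1 knockdown, 750 per well, RPMI/5% FBS. Exposure: 48 h at 37 °C following 2 h pre-incubation. Read: CellTiter-Glo luminescence; fitted concentration-response, curve class assigned.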
# IL-1B inflam inh: inhibitors of inflammasome signaling (IL-1 beta secretion) | THP-1 LPS/ATP IL-1B secretion, AlphaLISA, 16 h; active compounds read low | 360,000 tested, 4.7% active | activity change, % at 57.5 µM | AID 743279; in the data active means activity change below about -50%; inconclusive means mostly about -30% to -49%; further: on the % scale 0 is the no-effect control and ±100 the full control effect
#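 THP-1 cells pretreated 1 hr with compounds (up to 57.5 uM final), then stimulated with LPS (250 ng/mL final) plus ATP (1.25 mM final); secreted IL-1B measured by AlphaLISA after 16 hr, decreased signal indicating inhibition.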
# ATXN viability: viability counter-screen for ATXN expression inhibitors. S2 cells (HEK-293 line with an ATXN2-luciferase reporter) viability, CellTiter-Fluor protease fluorescence, 24 h. Potency, µM (doses to about 56.7 µM), hits mostly cytotoxic. 400,000 tested, 0.49% active. AID 651635; further: potency means the concentration at half of the fitted maximal effect; nearly all actives have a fitted effect of over 40% in size
# HT1080NT lethal: kills 2HG-producing HT-1080-NT fibrosarcoma cells; HT-1080-NT fibrosarcoma viability, CellTiter-Glo ATP luminescence, 48 h; Potency, µM (highest dose often 46.1 µM), inactives show at the top dose activity, negative = less viability, actives largely listed as cytotoxic; 360,000 tested, 1.6% active;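 further: NT is the 2HG producing partner of a matched IDH1 knockdown line; potency means the concentration at half of the fitted maximal effect; 0% = DMSO-treated cells and -100% = media-only wells without cells; nearly all actives have a fitted effect of over 55% in size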
#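 750 cells/well, RPMI + 5% FBS; 2 h settle, compound pin-transfer, 48 h at 37 degrees C. CellTiter-Glo 10 min RT, luminescence. Normalized to DMSO and media-only wells.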
# ATXN2 expr inh: reduces ATXN2 reporter expression in HEK-293 cells; AID 1745845; Potency, µM (titrated, usually from 57 µM), for inactives: at the highest dose activity change, negative = inhibition, actives largely listed as inhibitors; HEK-293 ATXN2-luciferase reporter, luminescence, 24 h; 360,000 tested, 0.72% active; further: potency means the concentration at half of the fitted maximal effect; on the % scale 0 is the no-effect control and ±100 the full control effect; nearly all actives have a fitted effect of over 55% in size
#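 ATXN2-luciferase reporter cells (luciferase flanked by upstream and downstream ATXN2 gene portions) were treated 24 h at 37 °C with compounds at up to 57 uM. SteadyGlo luminescence gave expression; GF-AFC fluorescence gave viability.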
# KB-3-1 tox: kills parental KB-3-1 adenocarcinoma cells | 400,000 tested, 1.4% active | AID 1347075 | KB-3-1 viability, CellTiter-Glo ATP luminescence, 72 h | Potency, µM (series often up to 46.1 µM), without a hit: top-dose activity change, negative = cytotoxic, usual class: cytotoxic; further: potency means the concentration at half of the fitted maximal effect; on the % scale 0 is the no-effect control and ±100 the full control effect; nearly all actives have a fitted effect of over 60% in size
#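 Viability of parental KB-3-1 cells, measured by CellTiter-Glo luminescence, followed a 72 h incubation at 37 °C with pinned compounds in phenol-red-free DMEM containing 10% FBS.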
# HepG2 tox: counter-screen for TGF-b inhibitors: cytotoxicity in HepG2 cells | HepG2 CAGA-GFP viability, ATP luminescence, 18 h | Potency, µM (series often up to 46.1 µM), for inactives: top-dose activity change, negative = cytotoxicity, hits mostly cytotoxic | 410,000 tested, 0.76% active; further: potency means the concentration at half of the fitted maximal effect; some results filed as inactive show a strong effect at the top dose
#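 CellTiter-Glo luminescence gave cytotoxicity after 18 hours at 37 degrees C. The cells were HepG2 CAGA-GFP in 1% FBS DMEM, stimulated with 500 pg/mL TGF-beta after compound addition. %Activity was normalised to no-cell wells (complete cell-killing) and DMSO (no toxicity), and curves were fitted and classified.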
# SW480 rerep: inducers of DNA re-replication in SW480 colon cancer cells | 340,000 tested, 1.8% active | Potency, µM (doses to about 46.1 µM), for inactives: at the highest dose re-replication activation, most hits filed as activators | AID 624297 | SW480 DNA re-replication, Hoechst DNA content imaging, 48 h; further: potency means the concentration at half of the fitted maximal effect; % of control where 0% means no effect; nearly all actives have a fitted effect of over 55% in size
#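 Treated cells incubate 48 hr (37 C, 5% CO2), are stained 40 min with Hoechst, and nuclear fluorescence is enumerated; a rise in nuclei with high DNA signal marks re-replication.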
# Numbers without * were called inactive; i = inactive; ? = inconclusive; . = no result given; & = joins results of further samples; [ ] = remark or other dose. Unless noted, the call rests on the fitted dose curve; in most records, active means well fitted curve in the direction sought with a large enough effect; inconclusive means small, poorly fitted or top-dose-only effect, or another doubt; inactive means no such curve, though single readings can be large; an effect the other way counts as inactive or inconclusive. Random draw from the library; 8.9% or so of the library scored in one or more.
Molecule	HT1080NT lethal	ATXN viability	KB-3-1 tox	HT1080 IDH1KD tx	MCF10A rerep	SW480 rerep	ATXN2 expr inh	HepG2 tox	IL-1B inflam inh
O=C(O)c1nsc(Cl)c1Cl	15%	i	13%	9%	-6%	-4%	5%	29%	2
CC(=O)Nc1ccc(S(=O)(=O)Oc2ccc(/C=N/N=C3/NC(=O)C(CC(=O)O)S3)cc2)cc1 (stereo not given)	18%	i	-6%	3%	6%	-81%[inhibitor]	4%	4%	61
Cn1cnc([N+](=O)[O-])c1C(=O)Nc1cccc([N+](=O)[O-])c1	0%	i	-1%	-1%	1%	4%	.	-4%	0
CC(C(=O)O)c1ccc(C(=O)c2ccccc2)s1 (stereo not given)	-19%	i	-1%	-5%	?	?	8%&36%	-32%	-7
CCOc1ccccc1NC(=O)COC(=O)/C=C/c1ccc(OC)c(OC)c1	-24%	?	5%	0%	-3%[9.22 µM]	?	?	-3%	1
Cc1ccc2cc(NC(=O)C3(C)CCN(C)C3)ccc2n1 (stereo not given)	8%	i	0%	0%	.	.	16%	10%	19
CCc1nc2c(OCc3ccc(F)c(F)c3)cccn2c1N(C)C(=O)c1ccco1	2%	i	0%	0%	.	.	-21%	8%	11
COc1ccc(/C=C(\C#N)C(=O)NCC(c2ccc(F)cc2)N2CCOCC2)cc1 (stereo not given)	-6%	i	24%	-9%	2%	-9%	5%	-22%	0
O=C(NCCN1CCNC1=O)C1CCC(=O)N(Cc2cccc(C(F)(F)F)c2)C1 (stereo not given)	0%	i	-2%	12%	-2%	-18%	3%	-2%	-8
COC(=O)c1cc(OC)c(OC)cc1NC(=O)CSc1nnnn1Cc1ccccc1	-6%	i	-1%	-12%	8%	-4%	0%	-20%	8
CC(C)(C)NC(=O)C1c2ccccc2OCC(=O)N1CCc1ccccc1 (stereo not given)	5%	i	9%	18%	.	.	9%	.	41
COc1cc(CO)cc(Br)c1OCC(=O)Nc1cccc2ccccc12	8%	i	-2%	8%	0%	-4%	-3%	-7%	12
O=c1ccn(CCCBr)c(=O)[nH]1	10%	i	4%	14%	-11%	-155%[inhibitor]	-3%	-163%	6
O=C(CSCc1ccc(Cl)cc1)Nc1ccccc1O	-11%	i	-2%	-1%	1%	-18%	-5%	-20%	-12
CCOC(=O)c1cc(-c2ccccc2)sc1NC(=O)COC	18%	i	3%	14%	18%	-3%	0%	0%	24
CCCCCCCCN1C(=O)[C@H](CC(=O)NCCc2ccccc2OC)C[C@@]2(C(=O)OC)CC(C)(C)CC=C12	?	.	?	?	.	.	.	.	-24
Cc1ccsc1/C=N/NS(=O)(=O)c1ccc([N+](=O)[O-])cc1	2%	i	-7%	3%	0%	-4%	3%	6%	-1
O=C(OC1CC2CC1[C@H]1CCCCN1C2=O)N1CCN(C(=O)c2ccccc2)CC1 (stereo not given in full)	13%	i	2%	?	.	.	11%	.	18
COc1cccc(/C=C2/SC(=S)N(CC(=O)NNC(=O)c3ccccc3O)C2=O)c1	0%	i	8%	0%	29%	1%	31%	4%	15
CC(=O)Nc1ccc(NC(=O)C2CCN(c3ccc(C(F)(F)F)cn3)CC2)cc1	?	i	-22%	-13%	1%	21%	?	-6%	54
CC1CCC(C(C)C)C(OCC(O)CNC(C)c2ccccc2)C1 (stereo not given)	15µM*	?	?	?	16µM*	8%	?	-87%	-108*
O=C(CN1CCC(n2nnc3cc(F)ccc32)CC1)Nc1ccc2c(c1)CCC2	-26%	i	-23%	-22%	3%	3%	-3%	-14%	?
O=C(c1ccco1)N1CCN(Cc2nc3ccccc3[nH]2)CC1	-3%	i	-2%	0%	1%	-16%	.	-4%	-6
CCN1CCN(CCCNC(=O)c2cc3c(=O)oc4ccc(C)cc4c3s2)CC1	-26%	i	21%	-22%	9%	?	2%	-15%	?
CCc1cccc(NC(=O)CCNS(=O)(=O)c2cccc3nonc23)c1	-1%	i	4%&0%	3%	-16%	-6%	-24%&0%	6%&-6%	-8
N#CCCN(Cc1cccnc1)S(=O)(=O)c1ccc(S(=O)(=O)N2CCCCCC2)cc1	1%	i	-11%	6%	-3%	1%	-7%	-3%	-1
COc1cccc(N2CCN(S(=O)(=O)c3ccc(-n4cnnn4)cc3)CC2)c1	0%	i	-5%	15%	16%	19%	9%	9%&-2%	-3
O=C(Nc1ccc(Cl)cc1)c1nc[nH]c1C(=O)NCCN(CCNC(=O)c1[nH]cnc1C(=O)Nc1ccc(Cl)cc1)CCNC(=O)c1[nH]cnc1C(=O)Nc1ccc(Cl)cc1	2%	i	?	11%	-44%[inhibitor]	-48%[inhibitor][9.22 µM]	2%	-14%	-22
Cc1ccc(OCC(=O)Nc2nonc2-c2ccc(Br)cc2)cc1	.	i	-1%	.	.	.	-16%	-8%	.
CC(C)CC(=O)NC(=S)Nc1ccccc1C(F)(F)F	-4%	i	3%	0%	22%	-1%	5%	-8%	22
O=S(Cc1ccc(Br)cc1)Cc1nnc(SCc2c(Cl)cccc2Cl)n1-c1ccccc1 (stereo not given)	-1%	?	2%	-10%	?	-3%	-25%	6%	-28
CC(=O)Nc1ccccc1C(=O)C(=O)Nc1ccc(C(=O)N2CCOCC2)cc1	-1%	i	-1%	-4%	?	-2%	-32%	-30%	-3
Cc1ccc(C)c(NC(=O)CN(C)C(=O)Cc2ccc(Cl)cc2Cl)c1	-3%	i	0%	-1%	?	4%	-15%	-2%	-3
Cc1cccc(C(=O)OCC(=O)Nc2c(C)n(C)n(-c3ccccc3)c2=O)c1	-1%	?	4%	-8%	2%	-3%	-5%	10%	-4
CC1CCCCN1S(=O)(=O)c1ccc(NC(=O)c2ccco2)cc1 (stereo not given)	0%	i	6%	3%	-2%	5%	10%	-32%	-10
CCN(CC)CCNC(=O)c1cc(-c2ccco2)nc2ccccc12	-11%	i	18%	-5%	0%	5%	-15%	-24%	-8
COc1ccc(Cl)cc1C(=O)Nc1ccc(OCC(=O)N2CCOCC2)cc1	-3%	i	25%	-7%	0%	2%	-23%	4%	129
N=c1c2c(-c3ccccc3)c(-c3ccccc3)n(Cc3ccco3)c2ncn1Cc1ccccc1	4%	i	5%	0%	2%	-1%	-24%	-23%	-15
CNc1nc(-c2cccs2)cc(C(F)(F)F)c1C#N	5%	.	-5%	16%	18µM*	5.8µM*	.	0%	4
CCOC(=O)C1CCCN(C(=O)c2cn(C)c3ccc(S(=O)(=O)N4CCCC4)cc3c2=O)C1 (stereo not given)	12%	i	3%	3%	6%	?	0%	-34%	-9
O=C(OCc1nc2ccccc2s1)c1ccccc1O	-4%	.	1%	2%	-5%	-5%	76%[activator]	-9%	0
Cc1c(OCC(=O)NCC2CCC(C(=O)O)CC2)ccc2c(-c3ccccc3)cc(=O)oc12 (stereo not given)	-6%	i	-1%	-2%	0%	-36%[inhibitor]	-11%	2%	4
COc1cccc(/C=N/NC(=O)C(=O)N2CCCC2)c1	14%	i	4%	12%	-8%	-7%	11%	1%	22
O=C(NC1CCCC1)C1CCC(CNS(=O)(=O)c2ccccc2)CC1 (stereo not given)	6%	i	13%	8%	0%	-19%	3%	-39%	-3
CN1CCN(Cc2coc3c(Cl)cc(Cl)cc3c2=O)CC1	-5%	i	-11%	-10%	?	0%	.	-38%	-12
CCn1c(-c2cc3c(C(F)(F)F)nn(C)c3s2)n[nH]c1=S	-4%	i	?	0%	11%	0%	-8%	-11%	-6
CC1CCCCC12NC(=O)N(CC(=O)Nc1ccc(S(=O)(=O)N3CCOCC3)cc1)C2=O (stereo not given)	15%	i	-1%	4%	1%	2%	3%	3%	-14
Cc1ccc(-c2csc3nc(SCC(N)=O)n(Cc4ccccc4)c(=O)c23)cc1	?	i	-15%	?	?	.	-1%	-6%	0
C=CCOc1ccc(CNc2ccc3[nH]c(=O)[nH]c3c2)cc1OC	3%	i	2%	6%	-3%	-24%	?	9%	9
COC(=O)CCCC(=O)Nc1ccc(Br)cc1	0%	i	18%	-10%	-21%	-91%[inhibitor]	23%	-25%	10

# SW480 rerep, hit marks shown above
SMILES | SW480 rerep | IL-1B inflam inh
CNc1nc(-c2cccs2)cc(C(F)(F)F)c1C#N | 5.8µM* | 4

# Next part
Molecule	HT1080NT lethal	ATXN viability	KB-3-1 tox	HT1080 IDH1KD tx	MCF10A rerep	SW480 rerep	ATXN2 expr inh	HepG2 tox	IL-1B inflam inh
COc1ccc(S(=O)(=O)N(C)C[C@H]2Oc3ccc(NC(=O)Nc4c(C)noc4C)cc3C(=O)N([C@H](C)CO)C[C@@H]2C)cc1	12%	i	-4%	11%	1%	-8%	5%	-2%	-5
COC(=O)C1=C(C)N(Cc2ccc(OC)cc2)C(=O)/C1=C\c1ccco1	-12%	i	-9%	-18%	13%	0%	-5%	1%	19
COCCn1c(SCC(=O)Nc2sc(C)c(C)c2C#N)nnc1C(C)C	0%	i	-4%	-4%	-6%	0%	-6%	-14%	-3
CCOC(=O)C1CCN(C(=O)CC2C(=O)N(Cc3ccccc3)C(C)c3nc4ccccc4n32)CC1 (stereo not given)	-2%	i	-17%	-2%	3%	-1%	1%	-15%	-15
Cc1ccc(NC(=O)c2ccc(NS(=O)(=O)c3ccc4[nH]c(=O)[nH]c4c3)cc2)nc1	-3%	i	-5%	15%	0%	-81%[inhibitor]	-13%	5%	7
Cc1c(Cl)cccc1NC(=O)NC1CCCCC1	19%	i	2%	17%	-1%	9%	25%	7%	-13
